# Source: PubChem BioAssay (National Center for Advancing Translational Sciences (NCATS))
# FLuc modulator: counter-screen for miR-21 project: firefly luciferase inhibitors or activators; purified FLuc, Km substrates, luminescence inhibition; 360,000 compounds, 6.9% hits; P08659; AID 588342; Potency, µM (titrated, usually from 57.5 µM), inactives show at the highest dose activity change, negative = inhibition, actives largely listed as inhibitors;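 also: potency is read from the fitted curve at half-maximal effect; plate controls were vehicle for no effect and reference inhibitor for full effect; nearly all actives have a fitted effect of over 55% in size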
#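 Biochemical qHTS of compounds, final roughly 60 µM downward over six points, against 10 nM purified firefly luciferase using Km concentrations of substrates (10 uM D-luciferin, 10 uM ATP) in Tris acetate pH 7.5 buffer; luminescence output.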
# NPC1 promoter act: activates the NPC1 promoter; Huh7 NPC1 promoter luciferase reporter, 24 h; Potency, µM (highest dose often 9.22 µM), inactives show at the highest dose activation, hits mostly activators; 320,000 compounds, 2.4% hits;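 also: potency is read from the fitted curve at half-maximal effect; % of control where 0% means no effect; nearly all actives have a fitted effect of over 60% in size; reporter is driven by a mutant NPC1 promoter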
#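 Luminescence from an NPC1 promoter-driven luciferase reporter in stably transfected Huh7 cells was measured after 24 h compound treatment at 37 °C, followed by 10 min ambient incubation with luciferase detection reagent.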
# Menin-MLL TR inh: inhibitors of human menin-MLL interaction, mutant MLL peptide. O00255. Menin + Texas Red MLL mutant peptide, fluorescence polarization. Potency, µM (highest dose often 61.6 µM), for the others: at the top dose FP activity change, negative = inhibition, usual class: inhibitors. 270,000 compounds, 0.23% hits; active = well fitted inhibition curve with a large enough effect in the polarisation, with a control signal flat, not every such curve was filed as active; inconclusive = small, poorly fitted or top-dose-only effect, or effect the other way, or a change in a side signal; inactive = no such curve, though single readings can be large or run the other way; the % refers to the polarisation; also: potency is read from the fitted curve at half-maximal effect; % of control where 0% means no effect; many of its hits are not listed in these tables
# Target sequence (O00255 whole entry, looked up): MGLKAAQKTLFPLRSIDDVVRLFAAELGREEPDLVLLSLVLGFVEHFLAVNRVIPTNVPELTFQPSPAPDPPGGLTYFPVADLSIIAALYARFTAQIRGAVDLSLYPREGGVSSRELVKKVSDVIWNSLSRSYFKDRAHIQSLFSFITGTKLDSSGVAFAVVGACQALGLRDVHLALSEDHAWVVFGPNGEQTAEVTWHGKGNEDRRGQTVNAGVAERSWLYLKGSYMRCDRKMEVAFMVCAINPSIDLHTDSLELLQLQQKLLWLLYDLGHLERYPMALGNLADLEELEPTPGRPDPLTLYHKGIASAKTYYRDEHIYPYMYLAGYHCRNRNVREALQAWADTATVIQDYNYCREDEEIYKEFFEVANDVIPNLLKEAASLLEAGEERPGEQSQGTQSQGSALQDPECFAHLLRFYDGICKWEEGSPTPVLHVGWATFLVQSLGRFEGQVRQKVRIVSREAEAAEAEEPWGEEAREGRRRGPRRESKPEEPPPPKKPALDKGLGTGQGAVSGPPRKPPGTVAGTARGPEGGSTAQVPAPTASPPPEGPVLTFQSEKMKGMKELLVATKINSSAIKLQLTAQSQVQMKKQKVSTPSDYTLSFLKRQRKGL
# PKM2 activator: increases activity of human pyruvate kinase M2 | 260,000 compounds, 0.34% hits | purified PKM2, Kinase-Glo ATP luminescence, activation; response scale: 0% is enzyme alone, no compound | AID 1631 | P14618 | Potency, µM (series often up to 57.5 µM), for the others: top-dose activation, most hits filed as activators; also: potency is read from the fitted curve at half-maximal effect; % is scaled to controls: 0 for no effect and ±100 for the full control effect; nearly all actives have a fitted effect of over 55% in size
# Target sequence (P14618 whole entry, looked up): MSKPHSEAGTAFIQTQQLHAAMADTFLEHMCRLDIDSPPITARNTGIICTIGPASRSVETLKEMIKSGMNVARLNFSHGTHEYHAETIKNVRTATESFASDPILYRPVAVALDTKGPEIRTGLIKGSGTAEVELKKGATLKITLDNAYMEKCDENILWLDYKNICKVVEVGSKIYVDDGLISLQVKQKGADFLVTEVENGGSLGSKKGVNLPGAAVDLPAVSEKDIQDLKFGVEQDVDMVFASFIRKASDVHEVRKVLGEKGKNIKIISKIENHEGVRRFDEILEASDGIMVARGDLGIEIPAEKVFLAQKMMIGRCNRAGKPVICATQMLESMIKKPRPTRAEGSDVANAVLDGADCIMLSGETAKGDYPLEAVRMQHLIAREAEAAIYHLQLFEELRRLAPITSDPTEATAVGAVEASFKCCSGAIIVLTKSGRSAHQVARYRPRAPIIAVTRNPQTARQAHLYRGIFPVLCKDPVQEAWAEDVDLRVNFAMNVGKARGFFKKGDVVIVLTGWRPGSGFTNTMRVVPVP
#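 Purified hPK-M2 (>95% pure) converted ADP (0.1 mM final) to ATP with 0.5 mM PEP in 50 mM imidazole pH7.2, KCl, MgCl2, Tween 20, BSA; 1 h at room temperature. ATP detected by Kinase-Glo luminescence.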
# ELG1 genotoxic: inducers of genotoxicity in HEK293T ELG1-luciferase cells. HEK293T ELG1-luciferase reporter, luminescence, 16 h. Potency, µM (highest dose often 46 µM), for inactives: at the top dose activity change, positive = activation, actives largely listed as activators. 330,000 compounds, 1.3% hits. AID 504466; also: potency is read from the fitted curve at half-maximal effect; % of control where 0% means no effect; nearly all actives have a fitted effect of over 60% in size
#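 Genotoxic stress is detected as increased luminescence from luciferase-tagged ELG1 in HEK293T cells, measured with ONE-Glo after a 16 hr treatment at 37 °C.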
# RORgamma inh: inhibitors of mouse ROR gamma transcriptional activity | P51450 | Drosophila S2 Gal4-RORgamma UAS-luciferase reporter, 20 h | Potency, µM (highest dose often 53.6 µM), without a hit: at the top dose activity change, negative = inhibition, most hits filed as inhibitors | 310,000 compounds, 5.4% hits | AID 2551; also: potency is read from the fitted curve at half-maximal effect; % is scaled to controls: 0 for no effect and ±100 for the full control effect; nearly all actives have a fitted effect of over 60% in size
#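 Compounds are pin-transferred onto Drosophila Schneider cells expressing a copper-inducible Gal4–ROR gamma transactivation domain fusion. After 1 hr, copper sulfate is added to 700 uM final; luciferase is read 20 hr later.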
# BRCA1 expr up: BRCA1 expression activation | Potency, µM (doses to about 46.1 µM), inactives show at the top dose activation, hits mostly activators | MCF7-BRCA1-FFLuc reporter, luminescence, 48 h; response scale: scaled: vehicle 0%, 10 µM genistein 100% | AID 624202 | 380,000 compounds, 1.1% hits; also: potency is read from the fitted curve at half-maximal effect; nearly all actives have a fitted effect of over 80% in size; some results filed as inactive show a strong effect at the top dose
#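 MCF7-BRCA1-FFLuc, 2000 cells/well; 2 h attach, 37 °C/5% CO2; compound 48 h; luciferase substrate 15 min; luminescence end-point. Norm. to genistein 10 microM max activation and DMSO; concentration-response curves fitted.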
# Gal4-VP16 FLuc: counter-screen for ROR gamma inhibitors: Gal4-VP16 reporter; Potency, µM (highest dose often 53.6 µM), inactives show at the highest dose activity, negative = inhibition, actives largely listed as inhibitors; Drosophila S2 Gal4-VP16 UAS-luciferase, luminescence, 20 h; 310,000 compounds, 3.5% hits;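 also: Gal4-VP16 expression switched on by copper sulfate through the metallothionein promoter; potency is read from the fitted curve at half-maximal effect; % is scaled to controls: 0 for no effect and ±100 for the full control effect; nearly all actives have a fitted effect of over 50% in size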
# p53 reactivation: mutant p53 re-activation in reporter cells. AID 504706. H1299 p53-A138V BP100-luciferase reporter, luminescence, 24 h. 320,000 compounds, 0.063% hits. Potency, µM (highest dose often 92.2 µM), inactives show at the top dose activity change, positive = activation, hits mostly activators; also: potency is read from the fitted curve at half-maximal effect; % of control where 0% means no effect; nearly all actives have a fitted effect of over 45% in size
#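 H1299 (p53-null), stable ts p53-A138V + BP100-Luc; 1000 cells/well, Opti-MEM/10% FBS; cpd 4 pt, 1:5; 24 h, 37 deg C, 5% CO2; detection reagent 10 min RT; luminescence.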
# Rab9 prom act: activates the Rab9 promoter | Potency, µM (series often up to 9.22 µM), for the others: at the highest dose activation, negative = inhibition, usual class: activators | Huh7 Rab9 promoter-luciferase reporter, luminescence, 24 h | 320,000 compounds, 2.8% hits; also: potency is read from the fitted curve at half-maximal effect; % of control where 0% means no effect; nearly all actives have a fitted effect of over 60% in size
#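 Steps: seed 1500 Huh7 Rab9-luc cells per well, rest 2 h at 37 °C; add compound in DMSO; incubate 24 h; add luciferase reagent, 10 min ambient; read luminescence.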
# Giardia kill: kills Giardia lamblia | activity change, % at 7.66 µM, hits read low | Giardia lamblia trophozoite viability | 340,000 compounds, 0.15% hits; in the data active = activity change below about -80%; inconclusive = between about -30% and that limit;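 also: parasites exposed to compound for two days anaerobically before the ATP read; % is scaled to controls: 0 for no effect and ±100 for the full control effect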
#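 Compounds were tested on trophozoites seeded at 100 cells/well and held 48 hrs at 37 deg C anaerobically. An ATP-based luminescent kit measured the remaining live cells.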
# * = called active by the depositor; ? = inconclusive; nt = not tested or not shown; & = joins results of further samples; [ ] = another dose, or the depositor's remark. Unless noted, calls follow the shape of the dose curve; as a rule, active = well fitted curve in the direction sought with a large enough effect; inconclusive = small, poorly fitted or top-dose-only effect, or another doubt; inactive = no such curve, though single readings can be large; an effect the other way counts as inactive or inconclusive. Some of the compounds tested; rates above refer to the full screens.
SMILES,FLuc modulator,NPC1 promoter act,Menin-MLL TR inh,PKM2 activator,ELG1 genotoxic,RORgamma inh,BRCA1 expr up,Gal4-VP16 FLuc,p53 reactivation,Rab9 prom act,Giardia kill
O=C(c1cc(C2CC2)nc2ccccc12)N1N=C(C(F)F)CC1(O)C(F)F (stereo not drawn),-2.2%,-2.6%,-28.3%,13.1%,0.0%,12.3%,-13.6%,-2.4%,20.6%,4.4%,14.1
CCC(=O)N1CCc2cc(S(=O)(=O)CCC(=O)NCc3ccccc3OC)ccc21,1.3%&3.0%,-1.2%,nt,nt,-1.4%,-0.7%,-21.2%&5.0%,-10.1%,1.8%,0.4%,-6.5
CC(C1CC1)N(Cc1ccccc1)C(=S)Nc1ccccc1Cl (stereo not drawn),6.2%,-7.8%,44.9%[activator],-0.5%,-4.1%,10µM*,-20.2%,?,1.3%,1.2%,-0.4
COc1ccc(C(=O)C2CCCN(S(=O)(=O)N(C)C)C2)c(C)c1 (stereo not drawn),6.4%,-6.2%,0.3%,0.9%,3.9%,-0.5%,-4.6%,3.0%,nt,-4.3%,-4.4
Cc1ccc(C(=O)N2CCCN(c3nc4cc5c(cc4cc3C#N)OCO5)CC2)cc1,-13.1%,0.0%,?,4.4%,-3.3%,14.8%,-58.6%,-0.5%,-9.1%,7.1%,-6.0
COc1ccccc1C(=O)NCC(=O)N/N=C/c1cn[nH]c1-c1ccccc1,-8.0%,2.2%,4.6%,-0.4%,-7.8%,32.0%,-22.9%,-3.9%,0.1%,-3.6%,-20.2
COc1ccc(N=N/C(=C\O)C(=O)c2cccs2)cc1,?,-2.4%,?,2.1%,-5.1%,35.1%,-69.5%,?,16.1%,15.0%,-10.0
CCc1ccccc1NS(=O)(=O)c1c(C(=O)N2CCCCCC2)c(C)n(C)c1C,1.4%,-6.0%,-4.3%,5.2%,-0.4%,-2.0%,5.6%,-14.7%,-1.7%,-0.9%,12.4
CC(/C=N/NC(=O)c1cccnc1)=C\c1ccco1,-2.1%[2.3 µM],15.6%,9.2%,9.4%,14.1%,?,101.6%,-4.4%,?,?,24.3
Cc1ccc(C(=O)OCC(=O)Nc2sccc2C(N)=O)cc1NC(=O)c1ccco1,1.3%,0.8%,nt,-0.1%,-29.0%,5.3%,3.5%,1.8%,-1.8%,-6.9%,-10.5
COc1ccc(N/N=C(\C#N)C(=N)N2CCCCC2)cc1,4.78µM*,2µM*,nt,-12.2%,?,-10.5%,7.94µM*,-15.9%,11.2%,2.51µM*,-13.4
CC(CN1CCOCC1)OC(=O)C1COc2ccccc2O1 (stereo not drawn),-17.3%,-3.9%,6.5%,-4.4%,1.4%,-27.6%,-20.4%,-0.5%,0.4%,-10.7%,5.9
Cc1ccc(OCC(=O)Nc2ccc(CN3CCOCC3)cc2)cc1,1.5%,0.2%,nt,3.6%,-6.2%,-9.2%,7.0%,-2.0%,-12.4%,-4.3%,10.9
COc1ccc(NC(=O)CN2CCN(CC(=O)Nc3ccc(OC)c(OC)c3)CC2)cc1,0.2%,-1.0%,-14.9%,-3.1%,0.5%,-16.5%,-7.8%,-5.4%,-3.3%,-1.4%,-6.2
COc1ccccc1CNC(=O)CCc1cn(C)c2ccccc12,1.8%,-1.0%,-23.7%,nt,-2.5%,30.0%,-18.7%,-0.2%,-3.9%,6.3%,4.6
Cc1cccc(C(=O)NCC(=O)OCC(=O)N2CCc3ccccc32)c1,-19.6%,-3.8%,0.2%,0.1%,0.0%,-0.8%,20.8%,-2.6%,3.0%,1.0%,13.3
CCOc1ccc(CN(C)CC(=O)NNC(=O)c2ccc(Cl)cc2)cc1OC,-0.8%,-6.0%,-8.7%,-10.3%,-1.5%,-23.1%,-1.4%,4.6%,-20.5%,-5.8%,-13.8
COc1ccc(CN2C(=O)Cc3c2nc(N)c2c(N)nc(N4CCCCC4)c(C#N)c32)cc1,-2.8%,0.3%,?,-3.2%,2.0%,7.9%,nt,-11.3%,-13.4%,-1.0%,nt
C=C(C)c1cccc(C(C)(C)NC(=O)N2CCN(CC)CC2)c1,4.8%,-2.0%,27.8%,-1.7%,0.3%,?,-2.6%,1.7%,-1.0%,-1.8%,-24.9
CC[n+]1c(/C=C(\C)Nc2ccccc2)sc2ccccc21,-4.2%,-2.6%,-10.3%,-22.3%,-9.2%,-0.6%[10 µM],-14.4%,4.0%,0.0%,-15.0%,2.6
CCOc1ccc(C(=O)NC(=S)Nc2ccc(N3CCOCC3)c(Cl)c2)cc1[N+](=O)[O-],-1.3%,-5.7%,-3.1%,-6.9%,-6.6%,3.16µM*,-9.1%,3.98µM*,2.6%,-3.5%,0.3
COc1ccccc1/C=C(\NC(=O)c1ccccc1)C(=O)NCc1ccco1,2.1%,-1.0%,-7.5%,2.0%,0.0%,-11.8%,-17.7%,6.9%,2.9%,-1.5%,17.1
CCOc1ccc(S(=O)(=O)N2CCN(C(=O)CN3C(=O)NC(C)(C)C3=O)CC2)cc1,nt,-0.1%,nt,nt,1.7%,nt,17.5%,nt,-11.1%,1.0%,-13.3
O=C(CN1CCN(CCC(=O)Nc2ccccc2F)CC1)Nc1ccc(F)cc1,-1.2%,0.9%,1.3%,-6.2%,-0.9%,4.5%,1.1%,-4.6%,-3.8%,1.9%,0.4
Cc1ccccc1NS(=O)(=O)c1cc(C(=O)NCc2ccncc2)ccc1Cl,-1.7%,1.7%,?,0.9%,-2.2%,0.0%,-36.9%,1.4%,-1.9%,-2.3%,2.3
# Additional results follow:
SMILES,FLuc modulator,NPC1 promoter act,Menin-MLL TR inh,PKM2 activator,ELG1 genotoxic,RORgamma inh,BRCA1 expr up,Gal4-VP16 FLuc,p53 reactivation,Rab9 prom act,Giardia kill
CCN(CC(=O)Nc1ccc([N+](=O)[O-])cc1OC)c1ccccc1,1.2%,-0.2%,-28.4%,2.6%,-2.5%,22.5%,-15.7%,12.4%,-7.3%,-4.3%,-0.5
COc1cc(OC)cc(C(=O)N2CCN(C(=O)c3ccc(OC)c(OC)c3)CC2)c1,2.8%,-2.8%,18.6%,0.1%,0.0%,-27.0%,-24.6%,-12.0%,-2.1%,2.8%,-8.0
Cc1ccc(/C=C/C(=O)O)cc1S(=O)(=O)N1CCCc2ccccc21,0.7%,-2.5%,nt,3.2%,0.4%,-11.4%,4.5%,-4.6%,-6.2%,-2.9%,-0.8
COc1ccc(C(C(=O)NC2CCCCC2)N(C(=O)c2csnn2)C2CC2)cc1 (stereo not drawn),0.7%,0.4%,-13.1%,nt,-0.1%,-9.9%,-11.8%,0.4%,1.4%,1.0%,-19.8
CC(=O)Nc1nnc(CCS(=O)(=O)c2ccc(Cl)cc2)s1,-0.7%,-0.3%,-11.4%,6.3%,-2.0%,6.2%,-2.4%,-3.9%,0.5%,0.6%,-0.1
CC(C)Oc1ccc(S(=O)(=O)N2CCCCC2)cc1NC(=O)C1CCC1,-0.8%,-4.1%,nt,nt,-0.9%,nt,-9.5%,nt,3.8%,-2.4%,-4.2
CCOC(=O)N1CCN(CC(O)COc2ccc(CC)cc2)CC1 (stereo not drawn),0.0%,-2.4%,-28.6%,nt,0.3%,28.7%,3.4%,5.2%,1.0%,-0.7%[1.84 µM],15.4
O=C(c1nc2nc(-c3ccc(Cl)cc3)cc(C(F)(F)F)n2n1)N1CCOCC1,-6.4%,-7.8%,-4.0%,1.5%,-1.2%,22.4%,5.5%,-3.6%,-10.8%,-3.4%,-0.7
CCc1cc(C(=O)N2CCN(c3ccccn3)CC2)sc1C,9.5%,-1.5%,nt,-1.9%,-2.5%,-19.6%,16.0%,-7.7%,-5.4%,0.1%,-6.6
N#CC(=C1CCCC1)c1nc(-c2cc3ccccc3oc2=O)cs1,2.13µM*,?,14.8%,-1.6%,?,-3.0%,?,?,?,3.16µM*,-6.2
O=C(O)COc1ccc(NC(=O)c2ccco2)cc1,?,1.0%,6.3%,-2.2%,3.8%,0.7%,-3.2%,6.4%,13.1%,18.8%,8.8
Nc1n[nH]c(C2CC2)c1N=Nc1ccc(Cl)cc1,-13.0%,-1.1%,nt,0.4%,-0.8%,0.1%,-5.5%,?,-0.4%,-8.6%,-8.3
COc1ccc(OC)c(CCNC(=O)C2CCN(c3ncnc4c3nc3n4CCCCC3)CC2)c1,-2.5%,-16.6%,nt,nt,-5.5%,-2.6%,6.6%,0.0%,3.0%,0.7%,-15.6
O=C(CCc1ccccc1)Nc1ccc(NC(=O)c2ccco2)cc1,-18.0%,16.7%,-7.6%,0.6%,?,29.0%,81.7%,17.8%,11.5%,17.3%,8.0
